All columns: NCI-60 one-dose screen, growth in % after 48 h at 10 µM unless noted; 100 = growth as untreated, 0 = no growth, -100 = all killed.
786-0 – 786-0 renal cancer cells; hit rate 5.1% among 81,000
U251 – U251 CNS tumor cells; hit rate 5.4% among 80,000; AID 1794753
PC-3 – PC-3 prostate cancer cells | hit rate 3.9% among 80,000
SF-268 – SF-268 CNS cancer cells. hit rate 3.1% among 82,000. AID 1794759
DU-145 – DU-145 prostate cancer; hit rate 4.2% among 81,000
SF-295 – SF-295 CNS cancer cells | hit rate 5.6% among 79,000 | AID 1794758
SF-539 – SF-539 CNS cancer; hit rate 6.8% among 81,000
SN12C – SN12C renal cancer cells | hit rate 3.8% among 81,000
UO-31 – UO-31 renal cancer | hit rate 5.2% among 81,000 | AID 1794768
Starred values were filed as active, the others as inactive; . = no result given. How the source made its calls: active means growth percent below 10; inactive means the rest. Rows are unselected; about 9.4% have a hit in one of these screens.

Compound,786-0,U251,PC-3,SF-268,DU-145,SF-295,SF-539,SN12C,UO-31
CC(C)=C[C@@H]1C[C@H](O)Cc2ccc(Cl)c(C)c2N1,106,101,.,106,111,106,88,96,66
COc1cc2c(cc1OC)-c1ccc3cc4c(cc3c1N(CCCn1ccnc1)C2)OCO4,35,-6.8*,38,34,40,28,13,18,81
C[C@]12CC[C@@H]3c4ccc(O)cc4CC[C@H]3[C@@H]1CC(=O)[C@@H]2O,100,110,96,114,107,.,99,103,103
O=c1[nH]c2c(cc1S(=O)(=O)c1ccccc1)CCc1c-2cnn1-c1ccccc1,90,102,91,103,100,95,98,.,92
CCOC(=O)CCc1ccco1,102,49,102,112,112,107,116,85,103
COc1ccc(-c2csc(-n3[nH]c(=O)ccc3=O)n2)cc1,82,98,86,91,94,93,99,95,86
c1ccc2c(c1)ncn2-c1nc2ccccc2n2c1nc1ccccc12,98,88,72,94,89,90,80,86,48
CCN(CC)Cc1c(C)ccc(C)c1O,97,104,104,106,108,113,102,99,92
CCOC(=O)/C(C)=N\Nc1ccc([N+](=O)[O-])cc1,96,106,102,108,101,92,110,106,85
O=S(=O)(COCc1ccc(Cl)c(Cl)c1)c1ccccc1,102,98,104,103,110,105,88,99,85
Clc1ccc2sc(-c3ccccc3)nc2c1,108,105,88,96,113,100,95,96,78
O=c1[nH]n(C(=S)N/N=C/c2cccc([N+](=O)[O-])c2)c(=O)c2ccccc12,94,93,88,107,109,98,93,96,.
Nn1c(SCC(=O)Nc2ccc([N+](=O)[O-])cc2)nnc1-c1ccc(NC(=O)c2cccnc2)cc1,105,102,101,97,109,108,100,101,93
CCCC(=O)Oc1cc(C)ccc1C(C)C,93,91,64,102,107,95,102,101,91
O=C(Cn1c(=O)[nH]c2ccccc2c1=O)NCc1ccccc1,102,101,108,104,111,99,102,100,94
c1ccc2c3c(ccc2c1)C[C@H]1C[C@@H](c2ccoc2)N3O1,93,95,.,103,108,109,100,104,73
O=C(COc1ccc(-c2nc3ccccc3[nH]2)cc1)N=Nc1c(O)[nH]c2ccc(Cl)cc12,46,-45*,26,99,92,91,93,84,94
CC(=O)Nc1ccc(N=Nc2ccc(N)c3cc(S(=O)(=O)O)ccc23)cc1,92,99,97,96,108,96,102,104,87
N#C/C(=C1\SCCCN1c1ccccc1)c1nc2ccccc2s1,111,88,86,93,104,92,106,89,62
CN(Cc1ccccc1)c1nc(Cl)c(C2CC(c3ccc4c(c3)OCO4)=Cc3[nH][nH]c(=O)c32)s1 (stereo unspecified),99,110,102,103,108,109,95,96,88

Going on with the list.
Compound,786-0,U251,PC-3,SF-268,DU-145,SF-295,SF-539,SN12C,UO-31
CC(=O)c1c(O)c(C)c(O)c2c1OC1=Cc3c(c(C)nn3C)C(=O)C12C (stereo unspecified),91,84,73,79,92,106,95,83,76
Cn1cc2c(c1)-c1nc(Nc3ccccc3)ncc1CC2,87,60,58,72,57,84,66,65,46
CCOc1ccccc1-c1cc(-c2cccs2)c(C#N)c(=O)[nH]1,92,89,84,93,111,94,87,83,69
Cc1ccc(C(=O)CSc2n[nH]c(-c3ccncc3)n2)cc1,97,93,98,98,102,97,95,90,89
CCCCNC(=O)N/C=C(/C#N)C(N)=O,103,104,100,101,105,101,102,99,87
CN(Cc1ccccc1)c1nc(Cl)c(C2CC(c3ccc(Br)cc3)=NN2C=O)s1 (stereo unspecified),93,97,86,92,105,94,103,98,74
COc1nccc2c(Nc3ccccc3)nc(N)nc12,106,107,.,107,111,111,100,109,88
C=C(C)CN=Cc1ccc(OC)c(OC)c1,103,101,104,97,101,105,97,98,84
CCN(CC)c1cc(C)c(Cc2c(OC)ccc3ccccc23)cc1C,100,95,84,96,105,103,103,91,73
CCOC(=O)/C(C#N)=C/c1ccc(Cl)cc1,109,102,103,100,107,100,103,101,93
COC(=O)[C@]1(C)CCC[C@]2(C)[C@H]3C[C@H]4C(C(C)C)=C[C@]3(CC[C@H]21)[C@@H]1C(=O)N(CCC#N)C(=O)[C@@H]14,100,88,31,89,99,99,98,90,76
O=C(/C=C/c1cccs1)c1ccc(Cl)nc1,94,100,104,102,106,101,101,103,93
NS(=O)(=O)c1ccc(NCC(=O)N=Nc2c(O)n(CC(=O)Nc3ccc(Br)cc3)c3ccccc23)cc1,96,67,103,98,109,111,61,93,67
CC(/C=N/NC(N)=S)Cc1ccc(C(C)C)cc1 (stereo unspecified),51,89,73,129,129,73,59,70,45
CC1(C)O[C@@H]2[C@H]([C@H](O)CO)OC(=C(c3ccccc3)c3ccccc3)[C@@H]2O1,97,105,90,107,69,94,115,139,91
COc1ccc(/C=N/OCC(O)CN2CCOCC2)cc1OC1CCCC1 (stereo unspecified),98,96,99,96,107,93,105,96,83
O=C(OCC1OC(c2ccccc2)OC1C1OC(c2ccccc2)OC1COC(=O)c1ccccc1)c1ccccc1 (stereo unspecified),99,88,83,99,107,102,105,95,97
CCOC(=O)c1c(NC(=O)c2cc(Cl)nc(Cl)c2)sc2c1CCN(C(=O)OC(C)(C)C)C2,99,100,89,109,116,101,95,90,73
COc1cccc(C2CC(=O)N(c3ccc(F)cc3)C3=C2C(=O)OC3)c1 (stereo unspecified),120,102,92,105,108,98,103,104,91
Cc1cccc(Cc2cnc(NC(=O)CCc3ccc(C)o3)s2)c1,30,27,22,38,19,10,2.4*,31,34

Additional results.
Compound,786-0,U251,PC-3,SF-268,DU-145,SF-295,SF-539,SN12C,UO-31
COc1ccc(Nc2nnc(-c3csc(N)n3)s2)cc1,101,104,110,100,109,101,109,112,81
COc1ccc(C2CC(c3cc(C)ccc3C)=NN2c2ccc(S(=O)(=O)NC(=O)NCc3ccccc3)cc2)cc1OC (stereo unspecified),95,62,48,86,100,40,87,81,50
COC(=O)c1c(C(=O)OC)c2ccc3c4ccccc4ccc3n2c1C(=O)C(C)(C)C,85,88,44,97,115,97,88,88,90
COc1ccc(C2=NN(c3ccc(S(N)(=O)=O)cc3)C(c3cn(-c4ccccc4)nc3-c3ccc(Cl)cc3)C2)cc1 (stereo unspecified),105,84,67,86,95,93,102,97,60
CS(C)(C)/C(Nc1ccccc1)=C(\C#N)C(=O)N/N=C/c1ccco1,102,95,91,100,109,102,94,103,90
CCc1ccc(Cc2cnc(N3C(=N)SCC3=O)s2)cc1,109,102,104,97,109,101,102,103,88
COc1cc(O)c(C(=O)CC(=O)c2ccncc2)c(OC)c1,108,104,.,97,108,104,97,106,80
COC(=O)[C@]1(CCSC)N[C@H](c2cn(-c3ccccc3)nc2-c2ccccc2)[C@@H]2C(=O)N(c3ccc(Cl)cc3)C(=O)[C@@H]21,90,100,99,94,105,103,.,99,77
CCc1ccc(OCC(=O)c2ccc(O)c(CN(C)C)c2O)cc1,103,95,97,97,111,79,101,100,83
O=C1CSC(c2c(Cl)cccc2Cl)N1c1nc(Cl)cc(=O)[nH]1 (stereo unspecified),91,112,73,106,123,91,102,108,80
CCSc1nc(-c2cccnc2)cc(-c2ccc(OC)c(OC)c2)c1C#N,74,90,68,89,89,89,89,91,56
COc1cc2c(cc1OC)N(CCO)C1=C(C(=O)OC1)C2c1cccc(Cl)c1 (stereo unspecified),96,95,99,101,118,101,89,102,92
Cc1c(C(=O)NCCCc2ccccc2)sc2ncc(-c3ccc(Br)cc3)n12,100,100,102,99,104,112,103,99,92
Cc1ccc(Nc2ncnc3c2c(C)nn3-c2ccc([N+](=O)[O-])cc2)cc1,87,60,78,79,89,70,74,90,91
O=C(O)C1(Nc2ccc([N+](=O)[O-])cc2[N+](=O)[O-])CCCC1,95,103,103,102,113,90,103,106,77
CCCCn1c(C)nc2ccc(Nc3nc(Cl)nc4nc[nH]c34)cc21,55,74,36,76,80,76,80,75,58
COc1cc2oc(-c3ccc(NC(=O)c4ccc5c(c4)OCO5)cc3)cc(=O)c2c(O)c1OC,77,88,97,100,105,106,72,110,92
Cc1c(OCC(F)(F)F)ccnc1CNc1ccc(C2=CC(c3ccccc3O)N=C(N)N2)cc1 (stereo unspecified),92,97,102,101,96,93,102,105,90
S=C=NP1(N=C=S)=NP(N=C=S)(N=C=S)=NP(N=C=S)(N=C=S)=NP(N=C=S)(N=C=S)=N1 (stereo unspecified),89,95,86,103,113,98,95,102,77
OCCCN=Cc1cc(Cl)cc(Cl)c1O,112,97,89,91,106,109,96,98,86

(next part)
Compound,786-0,U251,PC-3,SF-268,DU-145,SF-295,SF-539,SN12C,UO-31
Cc1ccc(S(=O)(=O)N2CCN(c3oc(-c4ccccc4)nc3C#N)CC2)cc1,79,88,76,84,88,96,99,80,62
CC(Nc1ccc([N+](=O)[O-])cc1[N+](=O)[O-])c1ccccc1 (stereo unspecified),96,94,87,87,98,101,91,103,74
COC(=O)C(O)C(Cc1ccccc1)NC(=O)c1[nH]c2ccccc2c(=O)c1C (stereo unspecified),102,93,99,96,107,95,99,99,91
O=c1cc(-c2sc(C3CCOCC3)nc2-c2ccccc2)c2cc(Cl)ccc2o1,94,84,67,71,40,87,60,93,85
C#CCOc1ccc2nc(CCl)c(Cl)c(Nc3cccc(C(F)(F)F)c3)c2c1,76,77,85,85,72,88,104,69,52
COc1cc2oc(C(=O)N[C@@H](Cc3ccccc3)C(=O)C(=O)NCc3ccccc3)c(C)c(=O)c2cc1OC,100,101,100,105,109,99,98,105,91
Nc1nccc2c1ccn2-c1cccc(NC(=O)c2ccc(N3CCOCC3)c(C(F)(F)F)c2)c1,-39*,8.9*,18,22,-0.2*,-31*,3.2*,26,7.5*
COC(=O)CC1SC(c2ccc(F)cc2)N(c2nnc(COc3ccc(F)cc3)s2)C1=O (stereo unspecified),101,102,88,132,180,.,114,113,88
COc1cccc(-c2nc3n(n2)CCc2ccccc2-3)c1,107,91,96,100,103,.,93,93,52

In the list so far, these contain a cyano group.
Compound,786-0,U251,PC-3,SF-268,DU-145,SF-295,SF-539,SN12C,UO-31
N#C/C(=C1\SCCCN1c1ccccc1)c1nc2ccccc2s1,111,88,86,93,104,92,106,89,62
CCOc1ccccc1-c1cc(-c2cccs2)c(C#N)c(=O)[nH]1,92,89,84,93,111,94,87,83,69
CCCCNC(=O)N/C=C(/C#N)C(N)=O,103,104,100,101,105,101,102,99,87
CCOC(=O)/C(C#N)=C/c1ccc(Cl)cc1,109,102,103,100,107,100,103,101,93
COC(=O)[C@]1(C)CCC[C@]2(C)[C@H]3C[C@H]4C(C(C)C)=C[C@]3(CC[C@H]21)[C@@H]1C(=O)N(CCC#N)C(=O)[C@@H]14,100,88,31,89,99,99,98,90,76
CS(C)(C)/C(Nc1ccccc1)=C(\C#N)C(=O)N/N=C/c1ccco1,102,95,91,100,109,102,94,103,90
CCSc1nc(-c2cccnc2)cc(-c2ccc(OC)c(OC)c2)c1C#N,74,90,68,89,89,89,89,91,56
Cc1ccc(S(=O)(=O)N2CCN(c3oc(-c4ccccc4)nc3C#N)CC2)cc1,79,88,76,84,88,96,99,80,62
